# Pol kappa inh – blocks human DNA polymerase kappa activity; Q9UBT6; purified Pol kappa, fluorescent DNA synthesis assay, 10 min; Potency, µM (top dose mostly 107 µM), without a hit: at the top dose activity, negative = inhibition, hits mostly inhibitors; 0.53% of 400,000 active; AID 588579; note: potency is the fitted concentration of half-maximal effect; % is set by controls: 0 for no effect and ±100 for the full control effect
#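 10 nM Pol kappa preincubated 15 min at room temperature with compounds, then reaction started with substrate at 50 nM final. Fluorescence read kinetically at 0 and 10 min; buffer-only wells served as negative control.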
# APEX1 inh – blocks human APE1 abasic DNA cleavage; recombinant APE1, TAMRA/BHQ-2 abasic DNA cleavage fluorescence; 0.35% of 350,000 active; P27695; Potency, µM (highest dose often 65.8 µM), inactives show top-dose activity change, negative = inhibition, actives largely listed as inhibitors; AID 2517;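 note: potency is the fitted concentration of half-maximal effect; plate controls were vehicle for no effect and reference inhibitor for full effect; nearly all actives have a fitted effect of over 55% in size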
# Target sequence (P27695 whole entry, looked up): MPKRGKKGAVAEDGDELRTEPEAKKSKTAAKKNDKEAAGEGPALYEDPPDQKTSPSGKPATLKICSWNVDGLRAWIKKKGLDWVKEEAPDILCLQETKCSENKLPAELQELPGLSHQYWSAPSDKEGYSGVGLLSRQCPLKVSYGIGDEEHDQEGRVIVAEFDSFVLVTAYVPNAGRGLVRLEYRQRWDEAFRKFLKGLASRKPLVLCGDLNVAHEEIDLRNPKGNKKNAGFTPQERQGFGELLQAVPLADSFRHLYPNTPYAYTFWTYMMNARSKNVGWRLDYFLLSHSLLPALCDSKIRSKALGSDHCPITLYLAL
#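 Incision of a quenched TAMRA/BHQ-2 THF abasic-site duplex (50 nM) by 0.75 nM APE1, after 15 min compound preincubation, measured as fluorescence increase over three 60 s reads. Values normalized to buffer, DMSO and NSC13755 control wells.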
# BLM helicase inh – inhibitors of human Bloom syndrome helicase BLM; P54132; recombinant BLM DNA unwinding, fluorescence dequenching; Potency, µM (doses to about 56.1 µM), without a hit: top-dose activity change, negative = inhibition, most hits filed as inhibitors; 0.2% of 350,000 active;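 note: potency is the fitted concentration of half-maximal effect; plate controls were vehicle for no effect and no enzyme for full effect; nearly all actives have a fitted effect of over 35% in size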
# Apoferritin bind – binds horse apoferritin like a general anesthetic; apoferritin/1-aminoanthracene competitive binding, fluorescence; Potency, µM (series often up to 77.5 µM), for inactives: at the top dose activity change, negative = displacement, most hits filed as inhibitors; 0.074% of 350,000 active; AID 485281; note: potency is the fitted concentration of half-maximal effect; % is set by controls: 0 for no effect and ±100 for the full control effect; nearly all actives have a fitted effect of over 20% in size
#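 Read-out: endpoint 1-AMA fluorescence, excitation 380 nm and emission 535 nm, after compounds sit 10 min at room temperature with 10 uM horse-spleen apoferritin in 50% saturated 1-AMA/PBS. Values come from four-parameter Hill fits.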
# Tb PGK inh – T. brucei PGK inhibition; 0.043% of 380,000 active; PGK/GAPDH coupled, Kinase-Glo luminescence, 60 min; P07378; AID 602233; Potency, µM (top dose mostly 57.5 µM), without a hit: at the highest dose activity change, negative = inhibition, most hits filed as inhibitors; note: potency is the fitted concentration of half-maximal effect; % is set by controls: 0 for no effect and ±100 for the full control effect; nearly all actives have a fitted effect of over 60% in size
#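 Luminescent ATP detection (Kinase-Glo Plus) follows a 60-minute room-temperature incubation, with wells lacking PGK as controls. Buffer: 100 mM TEA (pH 7.6), 5 mM MgCl2, 0.01% Tween-20. Coupling enzyme GAPDH (100 nM final) supplies unstable 1,3-BPG in-well.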
# Pol iota inh – blocks human DNA polymerase iota activity; AID 588590; 1% of 390,000 active; Potency, µM (top dose mostly 115 µM), for the others: at the highest dose activity, negative = inhibition, actives largely listed as inhibitors; Pol iota fluorescent replication assay, 10 min; Q9UNA4; note: potency is the fitted concentration of half-maximal effect
#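 Pol iota at 10 nM preincubated 15 min with compounds at room temperature; reaction started with fluorescent substrate, 50 nM final. Fluorescence read kinetically at 0 and 10 min; buffer-only wells as negative control.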
# POLB inh – inhibitors of human DNA polymerase beta; P06746; Pol beta primer extension/strand displacement, fluorescence kinetic; Potency, µM (series often up to 114 µM), for the others: at the highest dose activity change, negative = inhibition, hits mostly inhibitors; 1.3% of 340,000 active; AID 485314; note: potency is the fitted concentration of half-maximal effect; % is set by controls: 0 for no effect and ±100 for the full control effect
#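 Homogeneous kinetic assay of primer extension and strand displacement by 10 nM Pol beta, preincubated 15 min at room temperature with compound before 50 nM substrate (final) was added. Read at 0 and 10 min; four-parameter Hill fit.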
# POLH inh – inhibitors of human DNA polymerase eta; Potency, µM (doses to about 114 µM), inactives show top-dose activity change, negative = inhibition, most hits filed as inhibitors; 1.2% of 390,000 active; Q9Y253; recombinant Pol eta, fluorescent DNA replication assay; AID 588591; note: potency is the fitted concentration of half-maximal effect; % is set by controls: 0 for no effect and ±100 for the full control effect
#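 Pol eta (10 nM) was preincubated with compounds for 15 min at room temperature, after which fluorescent replication substrate (50 nM final) was added to start the reaction. Fluorescence was read kinetically at 0 and 10 min.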
# RXFP1 antagonist – blocks the human relaxin receptor RXFP1. HEK293-RXFP1, relaxin-stimulated cAMP HTRF, 30 min; stronger effect = lower value. activity change, negative = inhibition, % at 57.5 µM. 0.59% of 350,000 active. AID 1259400;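 active = activity change of -60% or lower, but not beyond a set lower limit; inconclusive = change between -60% and -40%, or beyond the set limit; inactive = change above -40%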; note: % is set by controls: 0 for no effect and ±100 for the full control effect
# Target sequence (Q9HBX9 whole entry, looked up): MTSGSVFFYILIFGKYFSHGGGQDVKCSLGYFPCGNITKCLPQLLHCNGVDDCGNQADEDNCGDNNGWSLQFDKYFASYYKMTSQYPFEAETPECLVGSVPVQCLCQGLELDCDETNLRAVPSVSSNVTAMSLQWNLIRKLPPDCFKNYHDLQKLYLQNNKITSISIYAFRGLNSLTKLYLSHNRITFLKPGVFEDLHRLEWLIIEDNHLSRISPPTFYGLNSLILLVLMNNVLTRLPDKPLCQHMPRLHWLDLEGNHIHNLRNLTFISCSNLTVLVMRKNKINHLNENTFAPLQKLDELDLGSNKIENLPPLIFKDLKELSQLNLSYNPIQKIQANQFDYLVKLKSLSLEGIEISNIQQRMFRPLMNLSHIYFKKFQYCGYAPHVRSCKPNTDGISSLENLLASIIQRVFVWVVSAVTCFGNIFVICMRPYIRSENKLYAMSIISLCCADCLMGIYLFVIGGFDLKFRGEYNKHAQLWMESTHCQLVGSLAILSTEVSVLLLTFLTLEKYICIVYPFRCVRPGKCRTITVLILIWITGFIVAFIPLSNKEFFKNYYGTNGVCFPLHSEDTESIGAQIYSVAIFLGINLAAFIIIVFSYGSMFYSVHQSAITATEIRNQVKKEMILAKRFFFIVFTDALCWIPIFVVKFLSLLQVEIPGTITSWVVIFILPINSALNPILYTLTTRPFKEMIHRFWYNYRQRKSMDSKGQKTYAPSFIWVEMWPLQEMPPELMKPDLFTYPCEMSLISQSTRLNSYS
# Numbers without * were called inactive; i = inactive; ? = inconclusive; nt = no result given; & = joins results of further samples; [ ] = another dose, or the depositor's remark. Unless noted, calls come from the whole dose curve; as a rule, active = well fitted curve in the direction sought with a large enough effect; inconclusive = small, poorly fitted or top-dose-only effect, or another doubt; inactive = no such curve, though single readings can be large; an effect the other way counts as inactive or inconclusive. An excerpt (hit frequency here may not be typical).
1: N#C/C(=C\c1ccccc1)c1nc2ncccc2[nH]1
2: CC(=O)c1cc(-c2ccc(F)cc2)n(CCC(=O)Nc2cc(C)[nH]n2)c1C
3: CC(=O)N1c2c(cc(Br)cc2S(=O)(=O)N2CCCCC2)CC1C (stereo not given)
4: S=c1[nH]nc(-c2cnccn2)n1-c1ccccc1
5: COc1ccc(C#Cc2c(-c3ccccc3)n(C)c3ccccc23)cc1

assay / entry	1	2	3	4	5
Pol kappa inh	-7%	-17%	4%	-10%	5%
APEX1 inh	-4%	0%	-13%[12.4 µM]	2%	14%
BLM helicase inh	1%	0%	0%	4%	nt
Apoferritin bind	4%	2%	-9%	6%	nt
Tb PGK inh	6%	2%	-10%	-2%	-7%
Pol iota inh	34%[activator]	6%	18%	-5%	?
POLB inh	-1%	13%	44%	12%	nt
POLH inh	-2%	-15%	-4%	-3%	-6%
RXFP1 antagonist	2	4	4	-6	nt

6: CCCOc1ccc(C(CC(=O)O)NC(=O)CC(c2ccccc2)c2ccccc2)cc1 (stereo not given)
7: O=C(N/C=N/OCc1cccc(C(F)(F)F)c1)N1OC[C@@H]2COc3ccc4ccccc4c3[C@@H]21
8: CCOC(=O)[C@@H]1[C@H]2COc3cc(OC)ccc3[C@@H]2N2C(=O)N(c3ccccc3)C(=O)[C@]12C
9: COc1cccc(CNC(=O)CSc2c3c(nc4cc(Cl)ccc24)CCCC3)c1
10: Cc1cccc(-c2noc(-c3cccnc3NCc3ccccc3Cl)n2)c1

assay / entry	6	7	8	9	10
Pol kappa inh	-2%	-24%	-6%	-15%	-13%
APEX1 inh	3%	?	-5%	nt	nt
BLM helicase inh	-9%	-11%	nt	-3%	-10%
Apoferritin bind	-12%	-10%	nt	?	-16%
Tb PGK inh	-1%	-4%	5%	-3%	i
Pol iota inh	35%[activator]	?	-5%	26%	-4%
POLB inh	28%	5%	nt	-1%	-29%
POLH inh	-25%	-13%	-7%	-23%	-18%
RXFP1 antagonist	-12	nt	nt	-21	nt

11: COc1cc(/C=C/c2ccc3cccc([N+](=O)[O-])c3n2)ccc1OCC#N
12: O=c1cc2ncc(-n3cc([N+](=O)[O-])cn3)cn2[nH]1
13: CN(C)C(=O)CN1CCN(Cc2nc(CC3CC3)no2)CC1
14: CN(C)S(=O)(=O)c1cc(C(=O)NCC2CCCO2)c(Cl)cc1Cl (stereo not given)
15: CN(CC(=O)N1CCCC1)S(=O)(=O)c1cc(Cl)ccc1Cl

assay / entry	11	12	13	14	15
Pol kappa inh	-5%	-9%	-13%	-5%	-1%
APEX1 inh	-1%	?	1%	0%	0%
BLM helicase inh	-2%	-5%	-3%	4%	-5%
Apoferritin bind	-9%	-9%	1%	-2%	-4%
Tb PGK inh	-1%	-3%	1%	-4%	-7%
Pol iota inh	?	-2%	33%[activator]	33%[activator]	18%
POLB inh	26%	-2%	-2%	-14%	0%
POLH inh	-5%	10%	-8%	-3%	-7%
RXFP1 antagonist	-8	5	14	-2	-6

16: Cc1cccc(N(CC(=O)NC2CCCC2)C(=O)CCC(=O)Nc2nc(C)cs2)c1
17: CCOc1ccc(C2=CC(=O)C[C@H](c3ccc(OC)cc3)C2)cc1
18: O=C(NN=Cc1c(O)ccc2ccccc12)C1CC1
19: CC(=O)c1cc2c(cc1NC(=O)CSc1ccc(S(=O)(=O)N(C)C)cn1)OCO2
20: O=C(O)CC12CC3CC(C1)CC(n1ncc(NCc4ccco4)c(Cl)c1=O)(C3)C2

assay / entry	16	17	18	19	20
Pol kappa inh	-3%	-7%	-16%	-4%	0%
APEX1 inh	46%[12.4 µM]	-3%	nt	50%[activator]	-2%
BLM helicase inh	3%	nt	nt	nt	1%
Apoferritin bind	-13%	nt	nt	nt	0%
Tb PGK inh	-7%	-10%	9%	-10%	i
Pol iota inh	9%	-12%	5%	9%	52%[activator]
POLB inh	-28%	nt	nt	nt	1%
POLH inh	-16%	-14%	-15%	-7%	-16%
RXFP1 antagonist	-5	nt	-6	2	8

21: CC(C)c1ccc(OCC(=O)Nc2cc(-c3ccccc3)no2)cc1
22: S=C(NCCc1ccccc1)Nc1ccc(N2CCCCC2)cc1
23: CCOC(=O)N1CCN(C(=O)c2c(-c3ccccc3Cl)noc2C)CC1
24: CCNc1nc2c(c(=O)[nH]c(=O)n2C)n1CC(O)COc1ccc(Cl)cc1Cl (stereo not given)
25: Cc1ccc(Cl)cc1N(C)C(=O)c1sc2nc3n(c(=O)c2c1C)CCCC3

assay / entry	21	22	23	24	25
Pol kappa inh	7%	-7%[60.1 µM]	-8%	4%	-9%
APEX1 inh	nt	-5%	7%[12.4 µM]	nt	nt
BLM helicase inh	-1%	-2%	0%	-4%	1%
Apoferritin bind	-4%	6%	4%	-10%	-12%
Tb PGK inh	i	-4%	-2%	nt	i
Pol iota inh	22%	-9%	47%[activator]	22%	-3%
POLB inh	21%	3%	25%	16%	2%
POLH inh	-17%	-8%	13%	nt	-18%
RXFP1 antagonist	-22	-5	-27	-1	-23

26: COc1ccc(-c2noc(N3CCC(C(=O)N(C)c4ccccc4C)CC3)n2)cc1
27: O=C(Cc1cc(=O)[nH][nH]1)N/N=C/C=C/c1ccccc1
28: O=C(CNc1ccc2c(c1)OCO2)N/N=C\c1cn(Cc2ccc(F)cc2)c2ccccc12
29: CCOc1ccc(CC(=O)Nc2sc(Cc3ccccc3)c(C)c2C(N)=O)cc1OCC
30: CCOc1cc(C(=O)Nc2ccc(N3CCOCC3)cc2)cc(Br)c1OC

assay / entry	26	27	28	29	30
Pol kappa inh	7%	-31%	nt	-7%	-3%
APEX1 inh	5%	0%&-10%	9%	2%	-1%
BLM helicase inh	-7%	-8%&-17%	-17%	-12%	-1%
Apoferritin bind	5%	?	-23%	?	-20%
Tb PGK inh	-3%	i	nt	-1%	7%
Pol iota inh	15%	?	nt	-1%	84%[activator]
POLB inh	?	-14%&-21%	4%	-10%	?
POLH inh	-28%	14µM*	nt	-17%	-22%
RXFP1 antagonist	-18	-12	nt	-10	-15

31: CCOc1ccc2oc(C(=O)OCC(=O)NC(=O)NC)c(C)c2c1
32: CCc1ccc(C2CC(c3ccccc3)n3ncnc3N2)cc1 (stereo not given)
33: O=C(NCCC1CCCCN1S(=O)(=O)c1ccc(Cl)cc1)C(=O)NCc1ccncc1 (stereo not given)
34: CN(CCCNC(=O)c1cc2c(=O)[nH]c3ccccc3c2n1C)Cc1ccccc1
35: CCOc1ccc(NC(=O)CN(C)S(=O)(=O)c2ccc3[nH]c4c(c3c2)CCCC4)cc1

assay / entry	31	32	33	34	35
Pol kappa inh	-11%	0%	-1%	-1%	-24%
APEX1 inh	-2%	15%	22%	1%	nt
BLM helicase inh	-4%	-2%	nt	38%[activator]	-11%
Apoferritin bind	0%	-13%	nt	-4%	2%
Tb PGK inh	0%	-4%	i	6%	i
Pol iota inh	35%[activator]	-15%	4%	14%	-17%
POLB inh	2%	52%	nt	-17%	-25%
POLH inh	-15%	-13%	-3%	-10%	-10%
RXFP1 antagonist	21	-22	2	-6	-18

36: COc1ccc(OC)c(CN(CCCN2CCOCC2)S(=O)(=O)c2ccc(NC(C)=O)cc2)c1
37: Cc1cccc2c1cnn2C(=O)CCC(=O)N1CC(C)CC(C)C1 (stereo not given)
38: COc1ccccc1NC(=O)c1nn(-c2ccc(Cl)cc2)ccc1=O
39: COc1ccc(NC(=O)CNc2cc(C)ccc2C)cc1S(=O)(=O)N1CCOCC1
40: O=C1CCc2cc(S(=O)(=O)N3CCCCC3)cc3c2N1CCC3

assay / entry	36	37	38	39	40
Pol kappa inh	-10%	-13%	-3%	-2%	-19%
APEX1 inh	-8%	14%	2%	20%	9%
BLM helicase inh	3%	-2%	0%	nt	nt
Apoferritin bind	-11%	?	9%	nt	nt
Tb PGK inh	7%	20%	1%	1%	1%
Pol iota inh	21%	0%	10%	3%	2%
POLB inh	17%	-27%	0%	nt	nt
POLH inh	-4%	-10%	?	-13%	3%
RXFP1 antagonist	4	2	-6	6	-1

# 4 compounds drawn at random from those above, as already listed:
38: COc1ccccc1NC(=O)c1nn(-c2ccc(Cl)cc2)ccc1=O
39: COc1ccc(NC(=O)CNc2cc(C)ccc2C)cc1S(=O)(=O)N1CCOCC1
37: Cc1cccc2c1cnn2C(=O)CCC(=O)N1CC(C)CC(C)C1 (stereo not given)
36: COc1ccc(OC)c(CN(CCCN2CCOCC2)S(=O)(=O)c2ccc(NC(C)=O)cc2)c1

assay / entry	38	39	37	36
Pol kappa inh	-3%	-2%	-13%	-10%
APEX1 inh	2%	20%	14%	-8%
BLM helicase inh	0%	nt	-2%	3%
Apoferritin bind	9%	nt	?	-11%
Tb PGK inh	1%	1%	20%	7%
Pol iota inh	10%	3%	0%	21%
POLB inh	0%	nt	-27%	17%
POLH inh	?	-13%	-10%	-4%
RXFP1 antagonist	-6	6	2	4

# Next part.
41: COc1cc(/C=C2/C(=O)c3cccc([N+](=O)[O-])c3C2=O)c(Br)cc1O
42: CCOC(=O)c1ccccc1NC(=O)NC(C)c1c(-n2cccc2)sc(C)c1C (stereo not given)
43: COc1ccc(OCC(=O)Nc2cccc(NC(=O)c3ccco3)c2)cc1
44: CC1(C)OC(=O)C(=CNc2cccc(O)c2)C(=O)O1
45: CCN(CC)CC(O)CN(c1ccccc1)S(=O)(=O)c1ccc2ccccc2c1 (stereo not given)
46: O=C(Nc1ccncc1)c1cccc(S(=O)(=O)N2CCCC2)c1

assay / entry	41	42	43	44	45	46
Pol kappa inh	-28%	-9%	-12%	0%	-20%	-12%
APEX1 inh	?	nt	11%	-1%	22%	0%
BLM helicase inh	-19%	-4%	-6%	1%	4%	-9%
Apoferritin bind	?	78%[activator]	-11%	-13%	2%	-3%
Tb PGK inh	-16%	nt	nt	-5%	2%	6%
Pol iota inh	25µM*	10%	-23%	27%	109%[activator]	27%
POLB inh	40µM*	5%	?	19%	4%	0%
POLH inh	25µM*	nt	-7%	-11%	-8%	-13%
RXFP1 antagonist	-8	7	-8	7	-3	-12

# Source: PubChem
